# BoNT F protease: BoNT F light chain protease inhibition; Multiplex microsphere protease cleavage assay, flow cytometry; inhibition, % at 10 µM; 360,000 tested, 0.22% active; in the data active = inhibition above about 35%, passing the limit was not always enough; inconclusive = no clear call, values can overlap the other calls; also: plate controls were buffer without enzyme for full effect and enzyme alone for no effect
# VHR inh abs: inhibitors of human VHR1 phosphatase (DUSP3) | 290,000 tested, 0.52% active | P51452 | inhibition, % at 13.3 µM | AID 1654 | recombinant VHR phosphatase, pNPP absorbance; in the data active = inhibition above about 50%; also: some compounds called inactive have numbers as strong as hits
# Rv3671c protease: inhibits the M. tuberculosis serine protease Rv3671c. P9WHR9. AID 2606. 320,000 tested, 0.048% active. inhibition, % at 5.96 µM; in the data active = inhibition above about 38%;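 also: extracellular domain of Rv3671c used as enzyme; 0% = enzyme with DMSO and 100% = no enzyme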
# Target sequence (P9WHR9 whole entry, looked up, the tested form may be a part): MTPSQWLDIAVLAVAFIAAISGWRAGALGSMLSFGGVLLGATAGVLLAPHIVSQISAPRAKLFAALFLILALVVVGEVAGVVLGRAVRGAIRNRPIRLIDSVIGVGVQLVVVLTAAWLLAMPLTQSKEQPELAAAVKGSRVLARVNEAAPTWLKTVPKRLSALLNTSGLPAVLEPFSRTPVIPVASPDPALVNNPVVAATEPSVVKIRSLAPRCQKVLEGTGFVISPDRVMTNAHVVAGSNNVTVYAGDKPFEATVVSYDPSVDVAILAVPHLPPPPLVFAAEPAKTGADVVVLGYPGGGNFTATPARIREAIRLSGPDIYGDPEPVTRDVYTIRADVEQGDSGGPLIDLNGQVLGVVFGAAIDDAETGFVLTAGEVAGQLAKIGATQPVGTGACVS
# CCHFV vOTU inh: CCHFV vOTU protease inhibition; Pep-AMC fluorescence; AID 651958; inhibition, % at 11.5 µM; 370,000 tested, 0.55% active; also: 0% = vehicle wells with enzyme and 100% = no enzyme wells
# Mtb FBA inh: inhibitors of M. tuberculosis fructose-bisphosphate aldolase. 360,000 tested, 2.3% active. AID 588726. P9WQA3. inhibition, % at 1 µM. purified M. tuberculosis FBA, fluorescence read-out; in the data active = inhibition above about 27%;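 also: 0% = vehicle and 100% = reference inhibitor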
# FadD28 binding: blocks FadD28 binding to the bisubstrate probe | fluorescence polarization | inhibition, % at 12.5 µM | 360,000 tested, 0.22% active | AID 588549; in the data active = inhibition above about 8.5%, passing the limit was not always enough; inconclusive = no clear call, values can overlap the other calls
# UGM FP inh: inhibitors of M. tuberculosis UDP-galactopyranose mutase; P9WIQ1; purified UGM, fluorescence polarization probe displacement; inhibition, % at 10 µM; 320,000 tested, 0.06% active; AID 504406; in the data active = inhibition above about 10%, passing the limit was not always enough; inconclusive = no clear call, values can overlap the other calls
# Target sequence (P9WIQ1 whole entry, looked up): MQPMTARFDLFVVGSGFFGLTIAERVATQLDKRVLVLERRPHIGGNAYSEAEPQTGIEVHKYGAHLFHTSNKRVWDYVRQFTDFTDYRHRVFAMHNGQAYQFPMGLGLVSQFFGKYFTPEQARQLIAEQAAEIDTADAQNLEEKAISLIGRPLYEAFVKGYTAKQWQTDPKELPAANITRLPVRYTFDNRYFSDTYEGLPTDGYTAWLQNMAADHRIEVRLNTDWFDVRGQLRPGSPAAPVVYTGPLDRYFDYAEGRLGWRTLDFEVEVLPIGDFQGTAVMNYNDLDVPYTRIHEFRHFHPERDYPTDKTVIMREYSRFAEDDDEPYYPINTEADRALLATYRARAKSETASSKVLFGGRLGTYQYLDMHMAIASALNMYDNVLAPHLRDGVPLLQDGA
# GDH-TPI inh: GDH-TPI coupled enzyme inhibition counter-screen | 360,000 tested, 1.2% active | AID 588335 | inhibition, % at 4.8 µM | GDH-TPI coupled enzyme counterscreen, NADH absorbance;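 also: 0% = DMSO wells and 100% = wells lacking the enzyme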
# BioA inh: BioA (M. tuberculosis) enzyme inhibition | AID 602481 | inhibition, % at 9.99 µM | purified M. tuberculosis BioA enzyme, plate reader | 360,000 tested, 0.096% active; in the data active = inhibition above about 40%; inconclusive = no clear call, values can overlap the other calls
# MazEF act: activators of E. coli MazEF toxin-antitoxin RNase; P0AE70; FAM/BHQ RNA-DNA oligo cleavage fluorescence, 5 h; activation, % at 20 µM; 350,000 tested, 0.32% active; AID 504720; in the data active = activation above about 50%
# Target sequence (P0AE70 whole entry, looked up): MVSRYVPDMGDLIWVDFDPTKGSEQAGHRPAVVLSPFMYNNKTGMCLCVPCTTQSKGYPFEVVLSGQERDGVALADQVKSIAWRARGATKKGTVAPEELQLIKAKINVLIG
# Active calls of the source: *; ? = inconclusive; / = no result given; & = joins results of further samples. Rule as the data show it, unless noted: active = inhibition above about 30%; inactive = the rest.
SMILES,BoNT F protease,VHR inh abs,Rv3671c protease,CCHFV vOTU inh,Mtb FBA inh,FadD28 binding,UGM FP inh,GDH-TPI inh,BioA inh,MazEF act
CN(C)CCCN(C(=O)CCc1ccccc1)c1nc2ccc(Cl)cc2s1,-23.2,17.7,-6.7,7.9,2.4,-6.8,-1.7,-3.7,/,35.9
Cc1cc(C(=O)Nc2ccccc2C)on1,-5.0,13.0,-9.4,3.6,-0.2,-0.4,-1.5,-4.4,0.2,-20.9
CCOC(=O)c1cc(-c2ccccc2)n(CC(=O)Nc2cc(OC)cc(OC)c2)c1C,-7.4,4.5,-22.1,4.5,-4.8,-4.9,1.8,-6.6,-0.5,-1.4
CCN(C(=O)CSc1ncccc1C(=O)OC(C)C)c1cccc(C)c1,8.7,-6.6,0.9,-0.3,-0.5,-0.4,6.9,-3.4,1.2,-2.2
CC(=O)N1CCCc2cc(S(=O)(=O)N3CCCC(C(=O)N4CCN(c5cc(C)ccc5C)CC4)C3)ccc21 (stereo not drawn),-4.6,12.8,2.2,10.1,2.9,-1.7,2.2,-4.3,-5.1,-4.0
CN1COc2ccc3ccccc3c2C1,-5.3,8.2,2.2,4.5,0.4,-0.1,-0.9,2.5,-0.2,2.1
CCOC(=O)C1=C(COC(=O)CNS(=O)(=O)c2ccc(NC(C)=O)cc2)NC(=O)NC1C (stereo not drawn),-2.4,/,/,-0.7,5.5,-2.1,/,5.6,-3.4,-8.3
O=C(Nc1ccc(NC(=O)c2ccncc2)cc1)c1ccncc1,/,9.6,4.6,-5.8,/,/,1.0,/,/,/
CCN(CC)C(=O)Cn1cc(S(=O)(=O)CC(=O)Nc2ccc(OC)c(OC)c2)c2ccccc21,7.4,-13.3,-3.0,6.8,2.4,-0.6,0.7,4.1,-0.5,1.1
O=C(Nc1ccc(F)cc1)c1ccc2[nH]c(=O)c(=O)[nH]c2c1,-5.1,-20.1,5.6,17.7,2.0,-7.9,-4.0,9.5,3.7,9.1
COc1ccc(CC(=O)N2CCOCC2)cc1OC,4.3,17.2,-2.4,2.9,-3.0,-1.9,-2.7,1.4,0.5,-0.2
C(=C\c1ccccc1)/CSc1nnc(-c2cccnc2)n1Cc1ccco1,-0.9,20.0,-2.2,-2.5,-0.1,-1.4,1.3,8.3,/,0.4
O=C(CSc1ccccc1)Nc1ccc(N2CCOCC2)cc1,5.4,27.3,-1.6,2.6,-1.4,-1.0,2.0,-5.2,-0.8,3.2
C=CCn1c(N)cc(=O)nc1SCC(=O)Nc1cccc2ccccc12,6.3,10.6,11.2,-1.5,-0.7,-0.6,1.2,-2.2,1.4,-0.3
CN1CCN(C(=O)C2=C[C@@H](C3CC3)C[C@@H](OCc3ccc(CO)cc3)O2)CC1,-0.2,34.7,-5.4,-5.1,-1.4,-3.4,2.2,-10.8,1.1&0.5,7.1
O=S(=O)(c1ccc(OCC(O)CN2CCN(c3ccccc3O)CC2)cc1)N1CCOCC1 (stereo not drawn),-3.9,10.4,-3.1,12.1,1.8,-2.9,0.1,-1.1,0.5,5.8
COc1ccc(CCC(=O)N2CCN(S(=O)(=O)c3ccc(OC(F)(F)F)cc3)CC2)cc1,-5.9,/,7.3,21.6,-2.0,-3.1,-1.7,1.3,-2.8,-0.4
COc1ccc(CCN2C(=NC(=O)CC(C)C)SC3CS(=O)(=O)CC32)cc1 (stereo not drawn),-7.9,39.7,1.9,-2.6,-6.1,-2.4,-1.5,-7.1,-0.2,-12.1
C=CCn1c(O)c(C(CC)=Nc2cccc(C(F)(F)F)c2)c(=O)[nH]c1=O,?,28.9,-0.9,-2.2,0.9,-3.4,6.4,-4.2,/,-1.5
O=C(O)C1CCCN1C(=O)C1CCN(S(=O)(=O)c2cccc(C(F)(F)F)c2)CC1 (stereo not drawn),-1.4,/,/,1.0,-1.2,-1.5,/,5.3,/,2.8
CCN=c1scc(-c2ccc(F)cc2)n1/N=C/c1ccccn1,0.6,0.5,4.5,-6.5,-4.0,-0.4,0.0,4.1,/,-1.7
CCNCCNC(=O)c1c(O)c2ccccc2n(CC)c1=O,-6.6,1.2,-3.6,-13.6,-0.1,-0.7,-1.2,5.3,-1.2,6.0
CCOC(=O)C1CCN(c2c(NCCN3CCN(c4ccccc4)CC3)c(=O)c2=O)CC1,-5.1,16.5,5.5,5.0,-3.5,-3.7,0.1,6.2,-1.1,-0.2
O=C(COC(=O)/C=C/c1ccccc1Cl)NCCc1ccc(Cl)cc1Cl,-4.4,43.3,-20.0,-1.0,-0.4,1.3,-1.2,3.3,/,0.3
O=C1Nc2ccccc2/C1=C/c1cccnc1,-7.1,26.9,5.5,7.7,-1.4,0.8,-1.5,13.9,/,8.7

# Results in VHR inh abs and FadD28 binding (five entries from above):
molecule,VHR inh abs,FadD28 binding
O=C(Nc1ccc(NC(=O)c2ccncc2)cc1)c1ccncc1,9.6,/
CCN(CC)C(=O)Cn1cc(S(=O)(=O)CC(=O)Nc2ccc(OC)c(OC)c2)c2ccccc21,-13.3,-0.6
O=C(Nc1ccc(F)cc1)c1ccc2[nH]c(=O)c(=O)[nH]c2c1,-20.1,-7.9
COc1ccc(CC(=O)N2CCOCC2)cc1OC,17.2,-1.9
C(=C\c1ccccc1)/CSc1nnc(-c2cccnc2)n1Cc1ccco1,20.0,-1.4

# The main list resumes; the two compounds before the break are reprinted first.
SMILES,BoNT F protease,VHR inh abs,Rv3671c protease,CCHFV vOTU inh,Mtb FBA inh,FadD28 binding,UGM FP inh,GDH-TPI inh,BioA inh,MazEF act
O=C(COC(=O)/C=C/c1ccccc1Cl)NCCc1ccc(Cl)cc1Cl,-4.4,43.3,-20.0,-1.0,-0.4,1.3,-1.2,3.3,/,0.3
O=C1Nc2ccccc2/C1=C/c1cccnc1,-7.1,26.9,5.5,7.7,-1.4,0.8,-1.5,13.9,/,8.7
CCCCC(O)(CCCC)C(=O)NNc1ccccc1,-0.9,-8.5,-7.4,2.3,-1.9,1.2,0.9,4.9,-2.4,-7.0
Cc1ccccc1N1CCN(C2CCCN(C(=O)c3cn4cccc(C)c4n3)C2)CC1 (stereo not drawn),-2.1,27.6,/,11.2,2.1,-0.6,/,2.5,2.7,2.9
CN(CCNC(=O)C1CCN(c2ncnc3c2nc2n3CCCCC2)CC1)Cc1ccccc1,1.5,-2.2,-2.3,17.0,1.7,-1.4,-1.1,1.7,-0.6,4.7
COC(=O)[C@@H]1C[C@@]2(O)[C@H](O)[C@H](O)[C@H](O)C[C@H]2N1CC(c1ccccc1)c1ccccc1,-0.6,7.3,-4.9,-1.1,2.5,-1.0,1.9,-2.6,-0.7,0.1
CC1(C)CC(=O)C(Br)=C(O)C1,3.7,16.9,/,-1.2,2.1,0.3,/,6.9,/,3.5
CCCCNC(=O)c1ccc2c(c1)N(CC)C(=O)c1ccccc1S2(=O)=O,-0.2,19.3,-32.6,4.8,-1.2,0.2,-2.3,2.9,0.9,5.1
CCOc1ccc(C(=O)Nc2ccc(Cl)cn2)cc1Cl,4.9,26.9,-6.6,1.2,-5.0,-3.8,1.1,-3.7,-0.3,6.1
OC(c1cccs1)(c1cccs1)C1C[N+]2(CF)CCC1CC2 (stereo not drawn),-9.1,-5.4,2.6,-16.8,2.8,-0.6,1.4,1.1,0.1,2.4
CC(=O)c1ccc(N2CCN(S(=O)(=O)c3ccc4c(c3)CC(=O)N4C)CC2)cc1,-1.4,-25.6,-7.8,4.5,0.9,-0.1,-0.3,27.8,15.1,1.3
COc1ccc(C(=O)COC(=O)C2CCN(c3ccc(C(F)(F)F)cn3)CC2)c(OC)c1,-64.6,/,/,9.1,-1.3,-1.9,/,2.4,-2.3,-2.8
CCOC(=O)C(=NC(C)CC)NNc1cccc(C(F)(F)F)c1 (stereo not drawn),-6.2,7.4,3.8,13.4,-3.3,-1.6,1.2,6.6,-1.5,-3.9
CCC(=O)Nc1cccc(NC(=O)CSc2nnc(-c3ccc(NS(C)(=O)=O)cc3)n2C)c1,-2.6,27.0,-3.0,-4.5,-0.3,1.2,-2.2,6.5,11.4,-1.4
CC1CCCCC12NC(=O)N(CC(=O)NC1CCCc3ccccc31)C2=O (stereo not drawn),-9.4,13.6,1.1,-6.3,1.4,-3.8,1.1,3.3,/,4.0
CC(=O)N1CCN(CC(=O)NC(=O)Nc2ccc3c(c2)OCCO3)CC1,8.9,/,8.1,-12.6,0.8,0.8,-2.3,-12.9,0.1,0.6
COc1ccc(N2CCN(C(C)C(=O)N3CCc4ccccc43)CC2)cc1 (stereo not drawn),-3.8,33.1,-2.2,-3.4,1.9,-1.2,1.9,6.8,3.5,-1.3
Cc1cc(C)c(NC(=O)NC2CCCCC2)c(C)c1,3.4,-8.5,-1.9,-4.0,-5.0,-1.5,-1.1,-3.4,/,8.3
Cc1cc(C)nc(SCCC(=O)Nc2cccc3ccccc23)n1,0.6,17.3,5.6,8.2,7.8,-1.6,-0.6,2.8,3.4,2.2
C=CCC1c2cccc(C(=O)O)c2C(=O)N1c1cccc(OC)c1 (stereo not drawn),-2.4,-10.5,7.6,-3.1,2.6,0.8,-0.1,-2.8,25.9,-9.2
CCN(CC)CC(=O)Nc1cc(N(C)C)nc2ccccc12,?,-2.5,1.1,-5.8,36.2*,-1.7,-2.0,37.9*,-0.1,14.1
Cc1ncc([N+](=O)[O-])n1CC(=O)Nc1cc(Cl)ccc1Cl,1.8,27.4,3.2,1.3,-1.3,-1.9,2.4,1.3,-2.5,-6.3
COc1cccc([C@@H]2CC=C(C(=O)O)[C@H](c3ccc(C)cc3)N2S(=O)(=O)c2ccc(C)cc2)c1,1.5,/,-0.5,0.9,-0.8,-1.9,/,7.5,0.2,-0.4
O=[N+]([O-])c1ccc2c(c1)C(=NO)c1cc(F)ccc1-2,-7.8,/,/,4.5,-2.2,-2.4,/,6.0,/,19.5
COc1ccc(CNC(=O)C(NS(=O)(=O)c2cccc3nsnc23)C(C)C)cc1 (stereo not drawn),0.1,-3.6,2.6,22.3,0.3,-1.7,-0.7,1.2,-2.5,6.3
CC[C@]12c3[nH]c4cc(-c5ccco5)ccc4c3CCN1C(=O)[C@@H](CC(=O)NCCN1CCOCC1)C[C@@H]2C(=O)N1CCN(C(=O)C2CC2)CC1,-0.1,/,/,-21.0,24.1,-2.9,/,-3.3,0.5,4.7
O=C(NCCN1CCN(C(=O)c2cccs2)CC1)C(=O)Nc1ccc(Br)cc1,0.5,3.6,-0.2,5.2,-0.4,-2.4,-1.4,2.9,0.2,-4.4
SMILES,BoNT F protease,VHR inh abs,Rv3671c protease,CCHFV vOTU inh,Mtb FBA inh,FadD28 binding,UGM FP inh,GDH-TPI inh,BioA inh,MazEF act
Cc1ccc(S(=O)(=O)N2[C@@H](c3ccccc3)C(C(=O)O)=CC[C@H]2c2ccc(Cl)c(Cl)c2)cc1,-3.9,/,-9.0,13.8,-2.5,-4.9,0.5,-0.8,3.4,-11.7
COc1ccc(CNC(=O)c2ccc(S(=O)(=O)N3CC(C)CC(C)C3)cc2)cc1OC (stereo not drawn),9.4,/,/,6.5,2.6,0.3,/,22.9,3.0,3.0
Cc1nc2ccccn2c1C(=O)N=Nc1c(O)[nH]c2ccccc12,-0.3,5.4,-15.7,-5.0,-1.6,-2.0,2.6,14.2,0.1,3.3
COc1cc(C)ccc1OCc1cc(C(=O)NC2CCOCC2)no1,4.4,/,/,-1.6,-2.1,-3.5,/,-2.6,0.4,4.0
CC(C)(C)C(=O)N1CCC2CC1c1cc(Cl)ccc12 (stereo not drawn),-2.4,/,/,2.5,3.8,-4.6,/,0.0,-0.8,-2.0
CCCCc1sc(-c2c(C#N)c(N)nc3c2CCCCC3)cc1[N+](=O)[O-],-0.9,31.9,3.5,-12.5,2.6,0.5,-0.3,3.7,-1.6,-2.2
CCCCc1nc(C(N)=O)c2[nH]c(=O)n(-c3ccc(OC)c(OC)c3)c2n1,0.6,3.9,3.3,/,1.9,-0.4,-0.2,11.8,-0.8,0.2
Cc1cc(C(=O)NNc2cc(Cl)ccc2Cl)no1,?,7.7,-7.0,-5.1,-4.5,-0.4,0.9,4.4,-0.5,-17.1

# Compound activity as filed in PubChem BioAssay.

# Compounds as they come; 4.9% or so of the library scored in one or more.
